# Source: PubChem
# ULK1 inh – blocks human autophagy kinase ULK1; O75385; AlphaScreen Atg13 phosphorylation by ULK1, luminescence; inhibition, % at 5.96 µM; 30,000 tested, 1.9% active; in the data active = inhibition above about 43%;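 also: 0% = median of compound wells and 100% = no enzyme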
# ASK1 inh – human ASK1 kinase inhibition, primary screen; Q99683; AlphaScreen MKK6 phosphorylation by ASK1, luminescence; inhibition, % at 7.44 µM; 22,000 tested, 0.99% active; AID 1159602; in the data active = inhibition above about 35%;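 also: 0% = median of compound wells and 100% = no enzyme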
# Target sequence (Q99683 whole entry, looked up): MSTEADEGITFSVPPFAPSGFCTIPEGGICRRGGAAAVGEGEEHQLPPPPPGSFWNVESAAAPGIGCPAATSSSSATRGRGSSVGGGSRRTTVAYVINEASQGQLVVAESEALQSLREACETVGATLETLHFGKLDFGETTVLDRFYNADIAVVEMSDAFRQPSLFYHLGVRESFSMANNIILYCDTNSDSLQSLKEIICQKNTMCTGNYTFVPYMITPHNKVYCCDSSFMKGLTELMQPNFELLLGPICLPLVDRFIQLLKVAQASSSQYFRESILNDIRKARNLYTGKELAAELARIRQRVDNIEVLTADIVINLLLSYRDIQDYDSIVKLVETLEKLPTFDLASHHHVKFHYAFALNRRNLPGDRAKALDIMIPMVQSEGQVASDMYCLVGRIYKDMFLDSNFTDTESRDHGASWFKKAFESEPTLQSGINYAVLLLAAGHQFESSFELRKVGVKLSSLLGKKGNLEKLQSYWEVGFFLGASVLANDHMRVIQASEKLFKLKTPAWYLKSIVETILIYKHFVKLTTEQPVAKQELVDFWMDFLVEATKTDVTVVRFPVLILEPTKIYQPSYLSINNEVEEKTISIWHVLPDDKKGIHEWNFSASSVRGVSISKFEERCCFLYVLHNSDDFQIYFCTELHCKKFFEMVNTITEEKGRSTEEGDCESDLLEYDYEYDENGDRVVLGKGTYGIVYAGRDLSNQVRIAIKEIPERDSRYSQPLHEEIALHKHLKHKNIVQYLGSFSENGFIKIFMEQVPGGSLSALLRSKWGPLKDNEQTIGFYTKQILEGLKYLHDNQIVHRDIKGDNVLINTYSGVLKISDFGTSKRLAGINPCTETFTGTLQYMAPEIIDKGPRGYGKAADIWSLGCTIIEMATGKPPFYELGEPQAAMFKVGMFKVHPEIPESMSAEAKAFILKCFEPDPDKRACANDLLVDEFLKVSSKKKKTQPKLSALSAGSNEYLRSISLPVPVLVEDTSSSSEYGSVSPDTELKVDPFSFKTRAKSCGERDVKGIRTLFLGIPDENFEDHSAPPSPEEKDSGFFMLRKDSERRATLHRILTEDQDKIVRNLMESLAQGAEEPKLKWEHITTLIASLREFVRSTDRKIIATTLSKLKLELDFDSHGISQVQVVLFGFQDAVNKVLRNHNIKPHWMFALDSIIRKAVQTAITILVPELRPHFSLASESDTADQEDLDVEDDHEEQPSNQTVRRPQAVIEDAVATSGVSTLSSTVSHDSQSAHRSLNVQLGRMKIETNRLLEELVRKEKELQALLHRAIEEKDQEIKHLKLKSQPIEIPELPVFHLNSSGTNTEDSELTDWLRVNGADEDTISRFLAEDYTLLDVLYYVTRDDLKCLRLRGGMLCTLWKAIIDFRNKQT
# * = called active by the depositor; / = not tested or not shown; & = joins results of further samples.
SMILES,ULK1 inh,ASK1 inh
O=C(NCCO)c1cnc(Nc2ccc(C(F)(F)F)cc2)s1,-24,8
COc1ccc(-c2nc(Nc3cc(OC)c(OC)c(OC)c3)nc(OC)n2)cc1,-6,9
CC(C)n1cnc2c(NCCN3CCOCC3)nc(-c3ccccc3)nc21,3,0
CC(C)N(CCNC(=O)C1CCN(c2ccc(N3CCCC3CO)nn2)CC1)C(C)C (configuration not stated),56*,2
COCCn1c(SCC(O)CCl)nc2c1c(=O)[nH]c(=O)n2C (configuration not stated),6,/
NC(C(=O)N1CCCN(C(=O)c2ccc3[nH]ncc3c2)CC1)c1cccc(Br)c1 (configuration not stated),-8,-12
CC1CC(OC(=O)C(O)c2ccccc2)CC(C)(C)C1 (configuration not stated),-3,/
O=C(NCc1nc2ccccc2[nH]1)c1ccc2nc(-c3csc4ccccc34)sc2c1,13,10
NC(c1ccc(Br)cc1)c1nc(-c2ccncc2)no1 (configuration not stated),-2,-11
Cc1c(Cl)cccc1Nc1ncccc1C(=O)O,-7,/
Cc1ncn(-c2ccc(Nc3ncc4cccc(-c5ccc6cnn(C)c6c5)c4n3)cc2)n1,-22,28
CN1CCN(C(=O)c2ccc(-c3cc(NC4CCN(Cc5ccccc5)CC4)ncn3)cc2)CC1,2,0
O=C(NC1CC1)c1ccc(-c2nc3ncnc(NCCN4CCOCC4)c3[nH]2)cc1,3,-23
Oc1ccc(CCNc2ncnc3nc(-c4csc5ccccc45)[nH]c23)cc1,-43,2
FC(F)(F)c1ccc(Cn2cnc3c(NCCOc4ccccc4)nc(-c4ccccc4)nc32)cc1,0,7
O=C(Nc1ccc(N2CCOCC2)cc1)c1cnc(-c2ccccc2)s1,3,-4
c1ccc2c(c1)OCC(c1nc(-c3ccc(-c4ccncc4)cc3)no1)O2 (configuration not stated),4,3
COC(=O)C1(NC(=O)c2ccccc2Oc2nc(OC)cc(OC)n2)CCCC1,8,/
CC(C)CN1C(=O)C(C)(C)COc2cc(NC(=O)c3c(F)cccc3F)ccc21,-5,/
O=C(NCCCN1CCCC1=O)C1CCN(c2ccc(Nc3ccc(-n4ccnc4)cc3)nn2)CC1,-3,3
CS(=O)(=O)c1ccc2c(c1)CC(c1nc3ccc(-c4cc(N)ncn4)cc3[nH]1)CO2 (configuration not stated),6,-8
Cc1nc2ncccc2c(=O)n1-c1cccc(NC(=O)c2ccccc2Br)c1,0,/
COc1cc(OC)nc(Oc2ccccc2C(=O)NC(C)(C)CO)n1,4,/
Nc1nc(Nc2ccc(Oc3ccccc3)cc2)cc(Nc2cccnc2)n1,8,23
O=C1CCCN1CCCNc1nc(Nc2ccc(C(F)(F)F)cc2)nc2nc[nH]c12,53*,8

# Structures shown so far that contain an aryl methoxy group, in the order listed:
SMILES,ULK1 inh,ASK1 inh
COc1ccc(-c2nc(Nc3cc(OC)c(OC)c(OC)c3)nc(OC)n2)cc1,-6,9
COC(=O)C1(NC(=O)c2ccccc2Oc2nc(OC)cc(OC)n2)CCCC1,8,/
COc1cc(OC)nc(Oc2ccccc2C(=O)NC(C)(C)CO)n1,4,/

# Following part
SMILES,ULK1 inh,ASK1 inh
Nc1cccc(-c2nc(NC3CCN(Cc4ccccc4)CC3)c3ncn(C4CCCCC4)c3n2)c1,2,15
O=C(NCCO)c1ccc(-n2ncc3cc(Nc4ccccc4Cl)ccc32)nc1,-33,-18
CN(C)CCN(C)c1nc(C2COc3ccc(C(=O)O)cc3C2)nc2ccc(-c3cn[nH]c3)cc12 (configuration not stated),19,3
Cn1nc(-c2ccnc(Nc3ccc(N4CCOCC4)cc3)c2)cc1Nc1ccccc1,-9,10
O=C(c1ccco1)N1CCN(c2ccc3cccc(OCc4cccc(F)c4)c3n2)CC1,-9,/
O=C(NCc1ccccc1)c1ccnc(Nc2cnccn2)c1,0,-2
COc1cc(Nc2cccc(C(=O)NCc3ccccc3)c2)cc(OC)c1OC,18,-6
COc1nc(NCc2ccccc2)nc(-c2csc3ccccc23)n1,-10,-9
O=C(NCCCN1CCCC1=O)c1ccnc(Nc2ccccc2)c1,19,-13
O=C(NC1CCN(Cc2ccccc2)CC1)c1cnc(N2CCCC2CO)s1 (configuration not stated),5,1
CCNc1nc(C)cc(NCCO)n1,8,-8
Nc1nc(Nc2ccc(N3CCOCC3)cc2)cc(N2CCOCC2)n1,-2,-2
Nc1cccc(-c2nc(Nc3ccc(Oc4ccccc4)cc3)c3ncn(-c4ccccc4)c3n2)c1,0,11
CC(C)n1c(NCc2cccnc2)nc2c(Nc3ccccc3)ncnc21,8,-15
CCCNc1ncnc2nc(-c3cccc(N)c3)[nH]c12,10,-3
FC(F)(F)c1cccc(CNc2nc(N3CCc4ccccc4C3)nc3nc[nH]c23)c1,-5,2
O=C(Nc1ccncc1)OC1CCN(C(=O)[C@@H](O)COc2ccc(Br)cc2)CC1,12,1
O=C(NCCO)c1cccc(-c2ccc(N3CCOCC3)nc2)c1,1,-23
COc1cc(Nc2nc(Nc3ccccc3)c3[nH]cnc3n2)cc(OC)c1OC,65*,-10
O=C(Nc1ccc2[nH]ncc2c1)[C@H]1CCCN1C(=O)C(O)c1ccc(Br)cc1 (some centres not stated),-2&8,11&-20
c1cc(-c2ccc3cnc(Nc4ccc(-n5cnc(N6CCOCC6)n5)cc4)nc3c2)cs1,13,-6
COc1ccc(CCNc2nc(Cl)nc3c2ncn3Cc2ccc(C(F)(F)F)cc2)cc1,-24,-21
CC(C)N(CCNc1ncnc2nc(Nc3ccc4ncccc4c3)[nH]c12)C(C)C,17,12
CC(C)(C)OC(=O)NC1CCN(c2ccnc(Nc3ccc(S(N)(=O)=O)cc3)n2)CC1,-12,-12
CCCNC(C)(C)COC(=O)c1ccccc1,-18,/

# Other results
SMILES,ULK1 inh,ASK1 inh
FC(F)(F)C(F)(F)C(F)(F)C(F)(F)C(F)(F)C(F)(F)C(F)(F)C(F)(F)Br,5,/
CCN(CC)CCNC(=O)c1ccc(NC(C)=O)cc1,7,/
CC(C)(C)OC(=O)N1CCCC1c1nc2ccc(Br)cc2[nH]1 (configuration not stated),7,13
Cc1ccc(C(=O)Nc2ccc(-n3c(C)nc4ncccc4c3=O)cc2)cc1C,4,/
O=C(Nc1ccc2[nH]ncc2c1)[C@@H]1CCCN1C(=O)c1cc2cc(Cl)ccc2[nH]1,-4,-21
C=CCn1c(SCC(=O)OCC)nc2c1c(=O)n(C)c(=O)n2C,1,/
N[C@@H]1CC[C@@H](C(=O)Nc2cccc3cnccc23)C1,1,-1
CCOC(=O)CSc1nnc(Cc2ccccc2)n1CCOC,14,/
COc1ccc(-c2nc(C)cc(NCc3ccccc3)n2)cn1,-4,-14
c1nc2nc(N3CCN(Cc4ccc5c(c4)OCO5)CC3)nc(Nc3ccc(N4CCOCC4)cc3)c2[nH]1,26,22
COc1ccc(-c2cc(Nc3ccc(N4CCOCC4)cc3)nc(N)n2)cn1,1,-8
CC(=O)Nc1ccc(Nc2nc(-c3ccc(N4CCOCC4)nc3)nc3c2ncn3Cc2ccc(C(F)(F)F)cc2)cc1,-14,-4
CC(=O)c1cccc(-c2nc3c(NC4CCN(Cc5ccccc5)CC4)ncnc3n2C(C)C)c1,-2,-16
O=C(NC1CC1)c1cnc(Nc2ccccn2)s1,27,-5
CCN(CC)C(=O)C1CCCN(c2nc3c(N)ncnc3n2C(C)C)C1 (configuration not stated),7,-5
COc1cc(Nc2nc(NCc3cccnc3)nc3c2ncn3Cc2ccc(C(F)(F)F)cc2)cc(OC)c1OC,-22,9
O=C(NC1CCN(Cc2ccccc2)CC1)c1cnc(Nc2nccc3ccccc23)s1,-14,-8
O=C(Nc1ccc2[nH]ncc2c1)C1CCCN(C(=O)c2cccnc2)C1 (configuration not stated),24,12
CN(C)c1cccc(Nc2nc3ccc(C(=O)NCc4cccc(C(F)(F)F)c4)cc3s2)c1,15,7
CN(C)c1cccc(Nc2nc3ccc(C(=O)NCCc4ccc(O)cc4)cc3s2)c1,8,11
CC(=O)Nc1ccc(NC(=O)c2csc(NCCN3CCOCC3)n2)cc1,10,-22
COc1ccc(CCNc2cc(-c3cccs3)ncn2)cc1,-1,-1
CC(=O)Nc1ccc(NC(=O)c2cnc(-c3csc4ccccc34)s2)cc1,11,13
c1ccc2c(c1)CC(c1nc3ccc(-c4cn[nH]c4)cc3s1)CO2 (configuration not stated),-2,-5
Cn1nc(N)c2cc(S(C)(=O)=O)c(-c3ccccc3C(F)(F)F)nc21,4,/

# More structures.
SMILES,ULK1 inh,ASK1 inh
OCCN1CCN(c2cc(-c3cccnc3)nc(-c3ccncc3)n2)CC1,11,/
Cc1cccc(CC(=O)Nc2nnc3n2CCCS3)c1,5,/
Cc1noc(C)c1-c1cc(NCc2cccc(C(F)(F)F)c2)nc(N)n1,-21,-9
O=C(Cc1cn(-c2ccc(N3CCN(c4ccccn4)CC3)nn2)c2ccccc12)NCc1cccc(C(F)(F)F)c1,12,-1
CC(C)(C)NCC(O)COc1ccc(NC(=O)NC2CCCCC2)cc1 (configuration not stated),2,/
O=C(c1ccc2[nH]ncc2c1)N1CCCN(C(=O)C(O)c2ccc(Br)cc2)CC1 (configuration not stated),-3,-10
COc1ccc2c(c1OC)C(=O)O[C@@H]2[C@H]1c2c(cc3c(c2OC)OCO3)CCN1C,7,/
Cc1n[nH]c(C)c1-c1ccc2nc(C(N)Cc3ccccc3)[nH]c2c1 (configuration not stated),-2,6
O=C1CCCN1CCCNc1nc(Nc2ccc(Oc3ccccc3)cc2)c2ncn(C3CCCCC3)c2n1,-15,21
O=[N+]([O-])c1cccnc1N/N=C/c1ccccc1O,9,/
O=C(NCCN1CCOCC1)c1ccc2nc(Nc3cnccn3)sc2c1,1,-9
O=C1CCCN1CCCNc1nc(NC2CCN(Cc3ccccc3)CC2)nc2nc[nH]c12,7,8
O=C(NC1CCN(Cc2ccccc2)CC1)c1cccc(Nc2ccc(N3CCOCC3)cc2)n1,3,14
CN1CCC(OC(=O)C(Oc2ccc(Cl)cc2)Oc2ccc(Cl)cc2)CC1,-10,/
NS(=O)(=O)c1cc2c(cc1Cl)NC(CC1CCCC1)NS2(=O)=O (configuration not stated),10,/
CC(=O)c1ccc2c(c1)N(CCCN1CCC(CCO)CC1)c1ccccc1S2,-6,/
COc1ccc(-c2ccc(C(=O)NC3CC3)s2)cc1,-19,-4
COc1ccc(-c2nc(NCCOc3ccccc3)c3ncn(-c4ccsc4)c3n2)cc1,1,3
O=C(NCCCN1CCCC1=O)c1csc(-c2ccccc2)n1,-5,-3
OC1CCN(c2cc(-c3ccccc3)nc(-c3cccnc3)n2)CC1,-22,/
CC(=O)c1cccc(-c2nc(NCCCN3CCCC3=O)c3ncn(Cc4ccc(C(F)(F)F)cc4)c3n2)c1,-10,-18
COc1ccc(-c2cccc(C(=O)Nc3ccc(N4CCOCC4)cc3)c2)cn1,9,-3
OCC1CCCN1c1nccc(NCCN2CCOCC2)n1 (configuration not stated),-3,-11
Cc1cc(NC2CCN(Cc3ccccc3)CC2)nc(-c2ccccc2)n1,-12,3
c1ccc2c(c1)CC(c1nc3ccc(-c4ccncc4)cc3[nH]1)O2 (configuration not stated),-13,3

# A second format for part of the listing above:
smiles	ULK1 inh	ASK1 inh
O=C1CCCN1CCCNc1nc(Nc2ccc(C(F)(F)F)cc2)nc2nc[nH]c12	53*	8
OCCN1CCN(c2cc(-c3cccnc3)nc(-c3ccncc3)n2)CC1	11	/
O=C(Nc1ccc(N2CCOCC2)cc1)c1cnc(-c2ccccc2)s1	3	-4
COc1ccc(CCNc2nc(Cl)nc3c2ncn3Cc2ccc(C(F)(F)F)cc2)cc1	-24	-21

# Next compounds follow:
SMILES,ULK1 inh,ASK1 inh
CC(C)(NC(=O)C(Br)C(C)(C)C)c1ccncc1 (configuration not stated),9,/
CCCNc1ccnc(Nc2ccc3ncccc3c2)n1,6,1
CCCOC(=O)c1ccc(NC(=O)CC(C)(C)C)cc1,-9,/
COc1ccc(-c2ncc(C)c(N)n2)cc1,-30,6
COC(=O)c1c(N)sc2c1CCN(C(C)C)C2,1,/
CCCCc1oc2ccccc2c1C(=O)c1cc(I)c(OCCN(CC)CC)c(I)c1,18,/
CC1(C)S[C@@H]2[C@H](NC(=O)Cc3ccccc3)C(=O)N2[C@H]1C(=O)O,2,/
CC(C)N(CCNc1nc(-c2ccc(N3CCN(C)CC3)cc2)nc2c1ncn2C1CCCCC1)C(C)C,-2,8

# Some of the entries above, set out differently.
Compound	ULK1 inh	ASK1 inh
COc1ccc(-c2ncc(C)c(N)n2)cc1	-30	6
CCCNc1ccnc(Nc2ccc3ncccc3c2)n1	6	1
CC(C)(NC(=O)C(Br)C(C)(C)C)c1ccncc1 (configuration not stated)	9	/
CCCCc1oc2ccccc2c1C(=O)c1cc(I)c(OCCN(CC)CC)c(I)c1	18	/
CCCOC(=O)c1ccc(NC(=O)CC(C)(C)C)cc1	-9	/
COC(=O)c1c(N)sc2c1CCN(C(C)C)C2	1	/

# Filtered by structure: those above containing a furan ring, fused or not (2)
SMILES,ULK1 inh,ASK1 inh
O=C(c1ccco1)N1CCN(c2ccc3cccc(OCc4cccc(F)c4)c3n2)CC1,-9,/
CCCCc1oc2ccccc2c1C(=O)c1cc(I)c(OCCN(CC)CC)c(I)c1,18,/

# Outcome played no part in choosing rows (roughly 2.6% active in at least one column).
